# IDE cell inh: cellular human IDE inhibition; AID 434962; actives 0.41% (n = 320,000); HEK cells, FAbetaB cleavage, fluorescence polarization; inhibition, % at 5.59 µM; P14735;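 active = percent inhibition above the average of all tested compounds plus 3 SD, set per screening campaign, cut at about 16% in these data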;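 note: IDE supplied by intact live HEK cells; FP after avidin binding of uncleaved biotin substrate so inhibition keeps polarization high; 0% = DMSO wells and 100% = 60 µM reference IDE inhibitor Ii1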
# GalR3 antag: blocks the human galanin receptor 3; O60755; HEK293 GalR3-CNG cAMP membrane potential fluorescence; galR3 body fused to GalR1 C-terminus; inhibition, % at 3 µM; actives 0.44% (n = 360,000); AID 651719;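 active = inhibition above the screen-wide average plus 3 SD, cut at about 13% in these data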;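 note: forskolin and galanin both at EC90 stimulate the cells; cAMP rise reported by CNG channel membrane potential dye signal; 0% = forskolin plus galanin with DMSO and 100% = forskolin alone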
# CRFBP-R2 block: antagonists of CRF-binding protein/CRF-R2 receptor complex. HEK293 CRF-R2/CRF-BP, CRF-induced calcium fluorescence. inhibition, % at 11.8 µM. actives 0.59% (n = 350,000). AID 588475;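 active = inhibition of the ligand-induced calcium signal above about 50% at the single tested concentration, limit read from the data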
# p-CIP stab down: p/CIP protein destabilization; Q05BA5; F442A p/CIP-EGFP cells, EGFP fluorescence, 16 h; decrease of EGFP signal, % at 10 µM; actives 0.01% (n = 290,000);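 active = EGFP signal decrease of at least 30% at 10 µM or well 3 SD below plate mean, unless failing retest; inactive = the rest, including hits failing retest or dose response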; note: some compounds called inactive have numbers as strong as hits; many of its hits are not listed in these tables
# CRFBP-R2 agonist: agonists of human CRF-binding protein/CRF-R2 receptor complex; HEK293 CRF-R2/CRF-BP, calcium dye fluorescence (FLIPR); percent of saturating CRF peptide response; activation, % at 13.2 µM; actives 0.46% (n = 350,000);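 active = activation of at least 50%, plus an integration ratio under a set limit after plate pattern correction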;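 note: plate controls were neutral control wells without compound for no effect and CRF at EC100 for full effect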
# CHRM4 PAM: CHRM4 positive allosteric modulation. CHO-K1 hM4/Gqi5, Fluo-8 calcium fluorescence, ACh EC20; 0% = ACh EC20, 100% = maximal ACh. activation, % at 3 µM. AID 624126. actives 0.4% (n = 360,000). P08173;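 active = activation above its plate's cutoff, the mean activation of sample wells plus 3 SD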; note: some results filed as inactive read as strong as hits
# IDE cell activ: boosts human insulin-degrading enzyme activity in HEK cells; FAbeta-B cleavage, fluorescence polarization; 0% vehicle, 100% cell-free pure enzyme wells; actives 0.073% (n = 340,000); activation, % at 5.96 µM; AID 493087; P14735;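 active = activation above the mean of all tested compounds plus 3 SD, set per screening campaign, cut at about 17% in these data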
# MEKK3 PB1 HTS: modulators (inhibitors or enhancers) of MEK5 binding to human MEKK3 PB1 domain. bead-based flow cytometry, Alexa488-MEK5 binding to MEKK3; actives lie on both sides; 0 = blocked by unlabeled MEK5, 100 = vehicle. actives 1.4% (n = 290,000). Q99759. binding response (% of control), % at 10 µM;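 active = binding response more than 3 SD above or below the average of its plate-row segment, actives on both sides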;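 note: Alexa488 bead fluorescence after subtracting the streptavidin-only scavenger bead signal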
# Target sequence (Q99759 whole entry, looked up, the tested form may be a part): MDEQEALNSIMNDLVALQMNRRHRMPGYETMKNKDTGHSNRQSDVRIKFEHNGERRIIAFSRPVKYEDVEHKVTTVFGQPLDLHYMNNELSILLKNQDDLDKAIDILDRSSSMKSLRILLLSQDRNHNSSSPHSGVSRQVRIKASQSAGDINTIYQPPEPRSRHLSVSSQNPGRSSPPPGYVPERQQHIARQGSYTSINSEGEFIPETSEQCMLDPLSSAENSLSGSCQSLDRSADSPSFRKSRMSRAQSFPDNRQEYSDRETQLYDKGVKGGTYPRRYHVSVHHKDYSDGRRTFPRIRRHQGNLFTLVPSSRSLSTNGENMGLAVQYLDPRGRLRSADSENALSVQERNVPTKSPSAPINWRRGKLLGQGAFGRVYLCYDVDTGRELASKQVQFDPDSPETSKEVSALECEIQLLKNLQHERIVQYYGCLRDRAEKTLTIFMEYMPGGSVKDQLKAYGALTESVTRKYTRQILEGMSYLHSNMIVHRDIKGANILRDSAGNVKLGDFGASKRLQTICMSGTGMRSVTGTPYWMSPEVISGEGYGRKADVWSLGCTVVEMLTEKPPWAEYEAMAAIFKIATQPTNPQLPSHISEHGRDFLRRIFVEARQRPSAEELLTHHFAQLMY
# PHOSPHO1 inh: PHOSPHO1 (human) inhibition. Q8TCT1. recombinant PHOSPHO1, absorbance phosphatase assay. inhibition, % at 13.3 µM. actives 1.1% (n = 290,000); in the data active = inhibition above about 60%
# Target sequence (Q8TCT1 whole entry, looked up): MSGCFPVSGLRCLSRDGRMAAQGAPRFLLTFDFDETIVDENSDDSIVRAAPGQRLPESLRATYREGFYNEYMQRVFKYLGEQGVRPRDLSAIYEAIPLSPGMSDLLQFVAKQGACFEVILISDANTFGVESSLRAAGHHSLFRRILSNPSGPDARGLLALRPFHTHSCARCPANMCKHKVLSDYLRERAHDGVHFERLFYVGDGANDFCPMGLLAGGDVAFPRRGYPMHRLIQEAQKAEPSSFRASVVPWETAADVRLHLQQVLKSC
# * hit, by the source's call; x = not tested or not shown.
# Order of results – IDE cell inh | GalR3 antag | CRFBP-R2 block | p-CIP stab down | CRFBP-R2 agonist | CHRM4 PAM | IDE cell activ | MEKK3 PB1 HTS | PHOSPHO1 inh
(1) Cc1ccc(CN2CCN(C3CCCC3)C(CCO)C2)s1 (stereo unspecified)
 : 1.2 | -4.2 | -0.6 | -4.0 | -0.9 | -8.1 | 5.8 | 104.0 | 54.2
(2) C[C@H](NC(=O)c1ccco1)C(=O)NCCc1ccc(S(N)(=O)=O)cc1
 : 8.2 | -3.5 | 12.8 | 10.0 | 0.9 | 0.8 | -4.5 | 102.0 | -2.6
(3) COc1ccc(/C=N/S(=O)(=O)c2ccccc2)cc1OC
 : -4.2 | 3.9 | -2.0 | 28.3 | -0.1 | 2.1 | 6.0 | 101.0 | 39.4
(4) CCC(=O)N1CCCc2cc(S(=O)(=O)N3CCCc4ccccc43)ccc21
 : 7.6 | -7.5 | -14.8 | 4.0 | 8.7 | -5.5 | -2.8 | 100.0 | 7.0
(5) N#Cc1ccc(C(=O)Nc2cccc(NC(=O)c3ccco3)c2)c(F)c1
 : 2.5 | -0.1 | -9.9 | -18.0 | -1.3 | -15.3 | 1.9 | 100.0 | 27.9
(6) O=C(C[C@H]1C/C=C\C[C@@H](Cc2ccc(F)cc2)C(=O)OC[C@H]2CCCN2C1=O)N[C@H](CO)Cc1ccccc1
 : 2.3 | -6.7 | -2.2 | x | -2.2 | 0.5 | 4.8 | x | x
(7) COCCNC(=O)Nc1ccc2c(c1)N(C)C(=O)CS2
 : -0.1 | -4.3 | -1.2 | -3.7 | 0.0 | 4.1 | 0.6 | 99.0 | 13.8
(8) COc1cccc(-c2cc(C(F)(F)F)nc(NCc3ccco3)n2)c1
 : 5.5 | -5.7 | -9.2 | -8.0 | 4.2 | -7.1 | -3.4 | 103.0 | 1.5
(9) COc1ccc(COC(=O)c2cccc(S(=O)(=O)N3CCN(C(C)=O)CC3)c2)cc1
 : 4.6 | -5.4 | 15.5 | x | 0.7 | -8.4 | 4.7 | x | x
(10) COc1ccc(CCC(C)NC(=O)Cc2ccc(OC)c(OC)c2)c(OC)c1 (stereo unspecified)
 : 2.3 | -11.2 | -0.4 | 6.5 | 0.7 | -1.3 | 4.6 | 98.0 | 15.0
(11) Cc1ccc(-c2ccc(/C=N/n3cnnc3)o2)cc1
 : -2.4 | 1.1 | -3.0 | -2.3 | 2.4 | 8.0 | 6.2 | 103.0 | 27.3
(12) CC(C)CC1NC(=O)N(CC(=O)Nc2cc(F)ccc2F)C1=O (stereo unspecified)
 : 3.2 | 0.1 | 0.2 | x | -0.8 | 4.8 | -2.2 | x | x
(13) CSCCC(=O)Nc1nc(-c2ccccn2)cs1
 : x | -0.6 | -18.2 | -4.6 | -0.4 | 2.0 | 2.7 | 100.0 | -7.1
(14) Cc1ccccc1C(=O)OC(C)C(=O)NCc1ccc2c(c1)OCO2 (stereo unspecified)
 : -1.2 | -1.1 | 2.0 | x | -0.9 | -2.1 | 2.2 | x | x
(15) CSCCC(NS(=O)(=O)c1ccc(Cl)cc1)C(=O)OCC(=O)c1ccc(F)cc1 (stereo unspecified)
 : -0.7 | -2.5 | -40.8 | -13.3 | -1.2 | -10.7 | 0.0 | 99.0 | -13.2
(16) COc1ccc(N=Cc2c(O)n(-c3ccc(OC)cc3)c(=O)c3ccccc23)cc1
 : -1.4 | -4.4 | -14.4 | -1.0 | 4.3 | 6.0 | 5.9 | 97.0 | -17.9
(17) CC1(c2ccccc2)NC(=O)N(CC(=O)Nc2ccccc2N2CCCCC2)C1=O (stereo unspecified)
 : 2.2 | -3.4 | -23.2 | x | 11.0 | 3.0 | 1.1 | x | x
(18) CC1(C)CC(=O)C2=C(C1)NC(=O)NC2c1ccccc1Cl (stereo unspecified)
 : 1.2 | -4.2 | 0.8 | x | 0.1 | -1.3 | 3.7 | x | x
(19) O=C(c1cccc(F)c1)N1CCN(C(=O)C(c2ccccc2)c2ccccc2)CC1
 : 5.1 | -8.0 | 1.0 | 5.5 | -1.5 | 2.5 | -1.0 | 102.0 | 22.8
(20) NC(N)=NNC(=O)c1ccccc1Cl
 : -4.0 | -3.0 | 0.2 | -3.3 | -2.8 | -1.0 | 2.8 | 108.0 | 1.4
(21) O=C(Nc1ccc(S(=O)(=O)Nc2ccc(F)cc2)cc1)c1ccc(CN2CCOCC2)cc1
 : 3.9 | 67.4* | -8.2 | -19.6 | 9.8 | -15.6 | -2.3 | 99.0 | 26.2
(22) Cc1nn(C)cc1CN(C)C(=O)c1cc(-c2ccccc2)nc2ccc(Br)cc12
 : 2.0 | -6.3 | -11.3 | 14.9 | -0.6 | -16.9 | 4.3 | 101.0 | 39.8
(23) Cc1ccnc(Sc2nc3c(c(=O)[nH]c(=O)n3C)n2CCCc2ccccc2)n1
 : -3.2 | -4.6 | -0.9 | -3.2 | -1.6 | 16.8 | 2.0 | 101.0 | -1.0
(24) Cc1nnc(SCC(=O)Nc2nsc(-c3ccc(Cl)cc3)n2)s1
 : 6.9 | -4.5 | 8.5 | -1.5 | 0.1 | 16.3 | -3.5 | 102.0 | 22.3
(25) COc1ccc(C(=O)C2CCCN(Cc3cccn3-c3ccccn3)C2)cc1F (stereo unspecified)
 : -4.5 | 1.5 | 7.6 | -9.8 | 1.5 | -3.2 | 2.0 | 107.0 | 39.5
(26) Cc1ccc(N=Nc2ccc(O)cc2)c(Br)c1
 : -3.2 | -11.6 | 6.6 | -5.7 | -1.0 | 3.7 | 7.3 | 106.0 | 29.0
(27) COC(=O)c1sccc1NC(=O)Nc1cccc(C(C)=O)c1
 : 5.8 | -5.2 | -11.9 | -8.0 | -3.1 | -11.9 | 6.4 | 101.0 | 31.1
(28) CC(=O)c1sc(N/N=C\c2ccc(C)cc2)nc1C
 : 15.3 | -5.3 | -25.5 | -1.1 | 7.7 | -1.0 | -21.0 | 101.0 | 21.2
(29) COCCNC(=O)c1cccc(NC(=O)C2=C(C)OCCS2)c1
 : 2.5 | -12.9 | -5.9 | 1.0 | -0.1 | -4.0 | 4.5 | 107.0 | 29.9
(30) Nc1ccc2nc(SCC(=O)c3ccccc3)sc2c1
 : 1.4 | -4.8 | -0.9 | -8.9 | -0.3 | 6.9 | -1.0 | 104.0 | x
(31) CC(C)(C)NS(=O)(=O)c1ccc2nc(NC(=O)Cc3cccs3)sc2c1
 : -2.6 | -4.3 | -29.9 | -6.0 | 2.0 | 4.4 | 5.5 | 108.0 | -3.4
(32) Oc1cc(O)c2c(c1)O[C@H](c1ccc(O)c(O)c1)[C@H](O)C2
 : -5.9 | -3.4 | -2.0 | 3.4 | -0.8 | 12.4 | 5.0 | 102.0 | 30.6
(33) CCN1CCN(S(=O)(=O)c2ccc(OC)c3ccccc23)CC1
 : -0.2 | -5.9 | -8.2 | 6.6 | -0.2 | -1.5 | 3.7 | 102.0 | 18.7
(34) O=C(Nc1cccc(C(=O)N2CCOCC2)c1)c1ccc([N+](=O)[O-])cc1
 : 2.1 | 0.1 | -9.7 | -10.1 | -0.2 | -4.7 | 8.3 | 104.0 | 19.8
(35) COc1ccc(CN2CCN(Cc3ccccc3)C(CCO)C2)cc1OC (stereo unspecified)
 : 0.5 | 0.5 | -3.2 | -0.3 | 1.3 | -8.1 | -4.5 | 104.0 | 26.2
(36) N/C(=N\OC(=O)c1ccc(Cl)cc1)c1ccc(Cl)cc1
 : 4.1 | 5.3 | -9.3 | 6.2 | -0.8 | -7.5 | 4.6 | 109.0 | 4.9
(37) CCSC1=N/C(=C/c2ccsc2)C(=O)N1c1ccccc1
 : -0.6 | -5.5 | -22.8 | 11.1 | 0.1 | 3.1 | 8.0 | 97.0 | -11.7
(38) CC(C)C[C@H](NC(=O)c1nc[nH]c1C(=O)NCC(=O)OC(C)(C)C)C(=O)OCc1ccccc1
 : -2.9 | -3.7 | 14.8 | 4.7 | 3.9 | -0.8 | 1.5 | 97.0 | 8.9
(39) CN(CC(=O)O)S(=O)(=O)c1ccc2c(c1)n(C)c(=O)c(=O)n2C
 : -1.4 | 3.4 | 6.9 | 4.2 | 0.1 | -1.1 | 2.1 | 100.0 | 7.3
(40) O=C(CNS(=O)(=O)c1ccc(Br)s1)N1CCCC1
 : 1.4 | -3.8 | -1.9 | -10.5 | -1.4 | -5.8 | 3.8 | 104.0 | 27.8
(41) COc1ccccc1CNS(=O)(=O)CCNC1CC1
 : x | -0.3 | 5.3 | x | -0.3 | 0.8 | 2.5 | x | x
(42) O=C(COC(=O)C(Cc1ccccc1)NC(=O)c1ccc(Cl)cc1)c1ccc(Cl)cc1 (stereo unspecified)
 : 2.0 | -2.8 | -9.5 | -4.4 | 2.4 | 10.3 | 1.9 | 107.0 | -11.9
(43) COc1cc2cnc(-c3ccccc3)c(-c3ccc([N+](=O)[O-])cc3)c2cc1OC
 : 3.7 | -3.2 | 5.3 | x | -3.0 | 10.1 | 0.3 | x | x
(44) COC(=O)c1n[nH]nc1-c1ccccc1
 : -1.9 | -10.4 | -0.9 | -2.9 | 0.4 | 1.1 | 1.7 | 102.0 | 6.9
(45) CC(OC(=O)c1cccc(S(=O)(=O)N2CCCCC2)c1)C(=O)NC1CCCCC1C (stereo unspecified)
 : 0.3 | 1.4 | 11.2 | 2.5 | -1.2 | -4.1 | 4.5 | 99.0 | 41.4
(46) Cc1ccc(N(C)C(=O)n2cnc3ccccc32)cc1
 : -3.3 | -4.0 | 12.3 | -11.7 | 0.2 | -5.1 | 5.1 | 105.0 | 12.0
(47) COc1cccc(Nc2nc(-c3cccc(N4C(=O)c5ccccc5C4=O)c3)cs2)c1
 : 2.5 | -2.5 | 1.9 | -81.8 | -1.4 | -2.5 | 1.5 | 105.0 | 27.4
(48) CCN1CCN(S(=O)(=O)c2cccc(S(=O)(=O)N3CCOCC3)c2)CC1
 : -3.5 | -2.0 | -0.7 | -4.2 | -0.6 | 0.0 | 4.5 | 104.0 | 4.9

# Structures from the list above that contain two or more sulfur atoms (eight):
# Order of results – IDE cell inh | GalR3 antag | CRFBP-R2 block | p-CIP stab down | CRFBP-R2 agonist | CHRM4 PAM | IDE cell activ | MEKK3 PB1 HTS | PHOSPHO1 inh
(13) CSCCC(=O)Nc1nc(-c2ccccn2)cs1
 : x | -0.6 | -18.2 | -4.6 | -0.4 | 2.0 | 2.7 | 100.0 | -7.1
(15) CSCCC(NS(=O)(=O)c1ccc(Cl)cc1)C(=O)OCC(=O)c1ccc(F)cc1 (stereo unspecified)
 : -0.7 | -2.5 | -40.8 | -13.3 | -1.2 | -10.7 | 0.0 | 99.0 | -13.2
(24) Cc1nnc(SCC(=O)Nc2nsc(-c3ccc(Cl)cc3)n2)s1
 : 6.9 | -4.5 | 8.5 | -1.5 | 0.1 | 16.3 | -3.5 | 102.0 | 22.3
(30) Nc1ccc2nc(SCC(=O)c3ccccc3)sc2c1
 : 1.4 | -4.8 | -0.9 | -8.9 | -0.3 | 6.9 | -1.0 | 104.0 | x
(31) CC(C)(C)NS(=O)(=O)c1ccc2nc(NC(=O)Cc3cccs3)sc2c1
 : -2.6 | -4.3 | -29.9 | -6.0 | 2.0 | 4.4 | 5.5 | 108.0 | -3.4
(37) CCSC1=N/C(=C/c2ccsc2)C(=O)N1c1ccccc1
 : -0.6 | -5.5 | -22.8 | 11.1 | 0.1 | 3.1 | 8.0 | 97.0 | -11.7
(40) O=C(CNS(=O)(=O)c1ccc(Br)s1)N1CCCC1
 : 1.4 | -3.8 | -1.9 | -10.5 | -1.4 | -5.8 | 3.8 | 104.0 | 27.8
(48) CCN1CCN(S(=O)(=O)c2cccc(S(=O)(=O)N3CCOCC3)c2)CC1
 : -3.5 | -2.0 | -0.7 | -4.2 | -0.6 | 0.0 | 4.5 | 104.0 | 4.9

# Screens (PubChem BioAssay)
